CFTR F508del cor: CFTR F508del correction in bronchial cells; activity (quench increase), % at 7.58 µM; CFBE cells, YFP halide quenching; stimulated with forskolin plus potentiator P3; % fluorescence drop versus neutral controls; actives 0.36% (n = 350,000);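 active = mean added fluorescence quench of at least 8% versus neutral control, with both replicates also reaching 8%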;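 also: cells transiently co-express mutant CFTR-F508del with the halide-sensitive YFP; corrector assay measuring rescue of mutant channel to the surface after 24 h compound exposure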
FN deposition inh: fibronectin deposition inhibition | AH1F fibroblasts, Alexa488-fibronectin deposition fluorescence, overnight | inhibition, % at 12.6 µM | actives 0.086% (n = 350,000);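 active = mean inhibition across replicates of 30% or more, regardless of how many single replicates reach that level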;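 also: positive control wells lacked labelled fibronectin entirely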
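Assay system: AH1F fibroblasts / Quantity: 10000 cells per well / Medium: DMEM plus 2% serum, read in PBS / Reagent: labelled fibronectin 24 nM / Dosing: single dose, pinned / Times: 1 h cell attachment, overnight exposure to compound and label / Signal: fluorescence, ex 485 nm, em 525 nm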
miR122 inh: miR-122 inhibition in Huh7 cells | Huh7 miR-122 Renilla luciferase sensor, 48 h; neutral wells = 0, positive control = 100 | activation (reporter increase), % at 12.5 µM | actives 0.3% (n = 340,000) | AID 602342;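 active = mean replicate activation score at least 90 and every replicate individually at or above 90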;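 also: higher luciferase means less miR-122 activity so hits act as miR-122 inhibitors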
GSIS activator: GLuc luminescence reporter in INS-1E cells, primary screen for activators of glucose-dependent secretion of insulin. activation, % at 16.6 µM. INS-1E GLuc reporter insulin secretion, 2-3 h. AID 743287. actives 0.61% (n = 370,000);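 active = lowest replicate activation of at least 40%, so every replicate reaches that level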;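 also: 0% = median of neutral control wells and 100% = median of IBMX positive control wells; some compounds called inactive have numbers as strong as hits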
PglD DTNB: inhibitors of Campylobacter jejuni PglD acetyltransferase; purified PglD enzyme, DTNB colorimetric CoA detection; actives 0.098% (n = 360,000); inhibition, % at 12.5 µM; AID 602405; in the data active = inhibition above about 16%, passing the limit was not always enough; also: strong numbers were not always called active
C2C12 statin: suppressors of simvastatin-induced myotoxicity in C2C12 myotubes; rescue of ATP level, % at 7.49 µM; ATP luminescence, 48 h; scaled: DMSO 0, geranylgeraniol control 100; AID 602340; actives 0.78% (n = 330,000);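 active = mean ATP rescue above about 67%, or every replicate alone reaching that limit, limit read from the data, passing the limit was not always enough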;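 also: myotubes were challenged with 10 µM simvastatin during compound exposure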
Cneo AK release: causes C. neoformans cell lysis | adenylate kinase release luminescence, 4 h; normalised: neutral wells 0, clomiphene wells 100 | lysis activity, % at 15 µM | actives 0.2% (n = 360,000);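 active = mean lysis activity across replicates of at least 80%, whatever share of replicates individually reach that level; inactive = mean lysis activity below 80%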
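Test system: log-phase Cryptococcus neoformans yeast cells; Quantity: yeast cell density of 5 × 10^6 cells/mL; Buffer or medium: YPD; Doses: single compound concentration per well; Timing: 4 h at 37 °C static, read 1 h later; Measured by: AK luminescence; Read-out basis: lysis from increased AK signal; Control set: Clomiphene as positive control.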
PGC1a acetyl inh: lowers PGC1a acetylation signal in U2OS cells; AlphaScreen anti-acetyl-lysine; with virally co-expressed GCN5 acetyltransferase; inhibition, % at 15.6 µM; actives 0.17% (n = 350,000); AID 651687;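 active = every replicate shows inhibition of at least 40%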;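 also: 0% = neutral control wells and 100% = positive control wells; some results beyond the cut were filed as inactive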
The depositor's hits bear a star; nt = not tested or not shown; & = joins results of further samples; [ ] = another dose, or the depositor's remark.

Results follow in this order: FN deposition inh | miR122 inh | PglD DTNB | Cneo AK release | CFTR F508del cor | GSIS activator | PGC1a acetyl inh | C2C12 statin
1: COc1ccc(Cc2n[nH]c(=S)n2Cc2ccccc2)cc1Cl
 : 10 | 0 | -3 | 1 | -0.1 | -13 | -3 | -1
2: CCOC(=O)C1CCN(c2ncnc3c2cnn3C)CC1
 : nt | -7 | 3 | -10 | nt | 25 | 8 | -13
3: CO[C@@H]1CN(C)C(=O)c2cc(NC(=O)NC(C)C)ccc2OC[C@@H](C)N(CCC(F)(F)F)C[C@H]1C
 : nt | -6[16.7 µM] | 10 | 4 | -2.6 | -4 | -1 | -5
4: O=C(C[C@@H]1C=C[C@H](NC(=O)NC2CCCCC2)[C@@H](CO)O1)NCc1ccc(Cl)cc1
 : nt | nt | 1 | 0 | -0.9 | -1 | 6 | 1
5: ON(CCc1ccncc1)Cc1ccccc1
 : nt | 4 | 0 | -2 | 0.3 | -3 | -8 | -1
6: CS(=O)(=O)N1CCC2(CC1)OCCN2S(=O)(=O)c1ccccc1
 : -5 | nt | 1 | 1 | -0.2 | 2 | nt | -1
7: COc1cc(NC(=O)C2CC(c3ccccc3O)=NO2)cc(OC)c1OC (stereo not given)
 : -2 | 2 | -3 | -1 | 0.6 | nt | -6 | 4
8: COC(=O)[C@@H]1[C@@H](CO)[C@@H]2Cn3c(ccc(-c4cccnc4)c3=O)[C@@H]2N1Cc1ccccc1F
 : nt | -8[16.7 µM] | 0 | -2 | 0.5 | 1 | nt | -1
9: Cc1ccc(NC(=S)N(CCCN2CCOCC2)Cc2ccccn2)cc1
 : 2 | -6 | 4 | -2 | 0.4 | nt | nt | nt
10: CN(CC(=O)Nc1ccc(Cl)c(C(F)(F)F)c1)C(=O)c1ccc2c(c1)NC(=O)CS2
 : -3 | 1 | 1 | -1 | -3.1 | nt | -14 | 5
11: CC(C)(C)NC(=O)COc1ccc(CNCc2cccs2)cc1
 : 4 | 0 | 0 | -1 | nt | nt | nt | 0
12: COc1ccc(OC)c(NC(=O)CSc2nnc(-c3cnccn3)n2C)c1
 : -12 | -8 | -5 | 3 | -1.7 | 12 | -6 | -2
13: Cc1ccc(C(=O)O)cc1NC(=O)CCc1ccccc1
 : 8 | 0 | -1 | 1 | -2.1 | -9 | 7 | 1
14: COCC(=O)N1CCCCN2[C@H](CO)[C@H](c3ccc(-c4ccc(OC)cc4)cc3)[C@H]2C1
 : nt | -4[16.7 µM] | -10 | -1 | 2.7 | 9 | 8 | nt
15: Cc1ccc2oc(-c3ccc(C)c(NC(=O)Cc4cccs4)c3)nc2c1
 : nt | 7 | 2 | 0 | nt | nt | -11 | -14
16: C[C@@H]1CN([C@@H](C)CO)C(=O)c2cc(NS(=O)(=O)c3cn(C)cn3)ccc2O[C@@H]1CN(C)C
 : -2 | -2[16.7 µM] | -2 | 2 | -1.5 | 25 | 1 | 12
17: Cc1ccc(-n2cccn2)c(CN2CCCC(CNC(=O)c3ccc(F)cc3)C2)c1 (stereo not given)
 : 19 | -19 | 2 | 3 | 2.1 | -4 | 7 | -3
18: CC1=C(C(=O)Nc2ccccn2)C(c2ccc(Br)cc2)n2ncnc2N1 (stereo not given)
 : -6 | 0 | 2 | 1 | nt | nt | -5 | -1
19: COc1cc(OC)cc(C(=O)Nc2cccc(NC(=O)c3cc(OC)cc(OC)c3)n2)c1
 : 5 | -7 | -4 | -8 | 0.9 | nt | 0 | -9
20: Cn1cnnc1SCc1ccc(C(=O)N=Nc2c(O)n(Cc3ccc(Cl)cc3)c3ccccc23)cc1
 : 7 | 0 | -18 | 0 | nt | 2 | -9 | nt

One compound at a time (already shown). Values in the order: FN deposition inh | miR122 inh | PglD DTNB | Cneo AK release | CFTR F508del cor | GSIS activator | PGC1a acetyl inh | C2C12 statin
Shown for Cc1ccc(C(=O)O)cc1NC(=O)CCc1ccccc1 = 8 | 0 | -1 | 1 | -2.1 | -9 | 7 | 1
Shown for Cn1cnnc1SCc1ccc(C(=O)N=Nc2c(O)n(Cc3ccc(Cl)cc3)c3ccccc23)cc1 = 7 | 0 | -18 | 0 | nt | 2 | -9 | nt

New compounds follow
Results follow in this order: FN deposition inh | miR122 inh | PglD DTNB | Cneo AK release | CFTR F508del cor | GSIS activator | PGC1a acetyl inh | C2C12 statin
21: COCCN(C(=O)CCC(=O)Nc1nccs1)C(C(=O)NC(C)(C)C)c1ccc(C)cc1 (stereo not given)
 : 0 | nt | -2 | 2 | 1.1 | -3 | nt | 19
22: O=S(=O)(Nc1ccccc1)N1CCCCC1
 : 0 | -4 | 1 | -1 | 2.4 | nt | -26 | -3
23: Cc1cc(C)nc(N/N=C/c2ccccc2OCc2ccc(Cl)cc2)n1
 : -6 | -2 | 5 | -1 | nt | -23 | nt | nt
24: CC1=C(C(=O)N2CCOCC2)CC(CC(=O)NCc2cccs2)C(=O)N1Cc1ccccc1 (stereo not given)
 : 1 | 4 | -5 | -1 | -1.2 | 6 | 5 | 2
25: CO[C@H]1CN(C)C(=O)c2ccc(NS(C)(=O)=O)cc2OC[C@H](C)N(Cc2cccnc2)C[C@H]1C
 : 9 | 3[16.7 µM] | -4 | -2 | -1.2 | 14 | -2 | -4
26: COc1cccc(NC(=O)N2CC(=O)N3[C@H](CO)[C@H](c4ccc(C#CC5CCCC5)cc4)[C@@H]3C2)c1
 : -6 | nt | nt | nt | 1.4 | -3 | 5 | nt
27: O=S(=O)(CCSc1nc2ccccc2o1)c1nc2ccccc2s1
 : nt | -1 | 2 | -1 | -0.7 | 8&8 | 39 | -17
28: O=C(NCC1CCCCC1)[C@H]1[C@H](CO)[C@H]2Cn3c(cccc3=O)[C@@H]1N2C(=O)c1cccnc1
 : nt | nt | 2 | 0 | nt | 19 | nt | 6
29: CCCNC(=O)CS(=O)(=O)c1ccccc1
 : -9 | -1 | 2 | 4 | -2.6 | 1 | 10 | 5
30: C[C@@H]1CN([C@H](C)CO)C(=O)c2cc(NC(=O)Cc3cn(C)c4ccccc34)ccc2O[C@@H]1CN(C)Cc1ccncc1
 : nt | 13[16.7 µM] | 1 | -1 | -3.3 | -7 | 3 | -20
31: CC(=O)NCCNc1nc2cc(-c3ccc(Cl)cc3C)sc2c(=O)n1C
 : 2 | -2 | -6 | -1 | -0.1 | 13 | -11 | -14
32: N#C[C@@H]1[C@H](c2ccccc2-c2ccc(F)cc2)[C@H](CO)N1C(=O)Cc1cccnc1
 : 8 | nt | nt | nt | 1.9 | 0 | -7 | nt
33: COc1cc(C(=O)COC(=O)c2cc([N+](=O)[O-])ccc2N2CCOCC2)ccc1OC(F)F
 : nt | -1 | 0 | -3 | 6.0 | 15 | 2 | 17
34: Cc1ccc(C(=O)Nc2ccnc(-c3ccncc3)n2)cc1
 : 1 | -1 | nt | nt | -0.2 | 5 | -5 | 5
35: COc1ccc(S(=O)(=O)NNC(=O)c2ccc(-n3c(C)ccc3C)cc2)cc1
 : 29 | -6 | 2 | 1 | 0.5 | nt | -8 | nt
36: CO[C@@H]1CN(C)C(=O)c2ccc(NC(=O)c3ccc4c(c3)OCO4)cc2OC[C@@H](C)N(CCC(F)(F)F)C[C@H]1C
 : 7 | nt | 4 | 0 | 1.3 | -16 | -14 | 15
37: COCCNC(=O)CN1CCC(n2c(C)nc3cc(C(F)(F)F)ccc32)CC1
 : 2 | -1 | 7 | -2 | nt | nt | -32 | -1
38: CCOc1ccc(NC(=O)/C=C/c2ccc(OC)cc2)c([N+](=O)[O-])c1
 : -1 | -7 | 7 | 8 | nt | -2 | 2 | 13
39: O=C(CCNC(=O)c1ccco1)NCCc1ccc(Cl)cc1
 : 2 | -2 | -2 | -2 | 1.6 | 17 | 1 | nt
40: CO[C@@H]1CN(C)C(=O)c2cc(NC(=O)Nc3ccccc3)ccc2OC[C@H](C)N(C(=O)Nc2c(C)noc2C)C[C@@H]1C
 : -11 | nt | 1 | 0 | 1.2 | 5 | 3 | 7
41: C[C@@H]1CCCCO[C@H](CN(C)Cc2ccc(C(=O)O)cc2)[C@H](C)CN([C@H](C)CO)C(=O)c2cc(NC(=O)NC3CCCCC3)ccc2O1
 : nt | 5[16.7 µM] | -1 | 2 | 0.5 | 13 | 14 | nt
42: COCC(=O)N1[C@@H]2c3ccc(C4=CCCCC4)c(=O)n3C[C@@H]2[C@@H](CO)[C@@H]1C(=O)N1CCN(C)CC1
 : -9 | 0[16.7 µM] | -2 | 2 | 0.2 | 4 | nt | 1
43: COc1ccc(-c2c(-c3ccc(O)cc3O)n[nH]c2C(F)(F)F)cc1
 : -15 | -6 | 3 | 2 | 1.0 | -4 | -10 | nt
44: CCOC(=O)CN1C(=O)C(O)(CC(=O)c2ccco2)c2ccccc21 (stereo not given)
 : nt | -4 | 7 | 16 | nt | nt | 4 | 5
45: COc1cc([N+](=O)[O-])ccc1NC(=S)NNC(=O)c1ccc2c(c1)OCO2
 : nt | -4 | -8 | 1 | 0.8 | -25 | -4 | nt
46: COCCOc1ccc(C(F)(F)F)cc1NC(=O)c1ccc(C(F)(F)F)cc1
 : 8 | 3 | -1 | nt | nt | -31 | -9 | nt
47: COc1ccc(S(=O)(=O)N(C)CC(=O)NCc2ccccn2)cc1
 : -10 | nt | -1 | -6 | 3.7 | 15 | nt | 18
48: O=C(OCC(=O)N1CCCc2ccccc21)c1cc(Cl)ccc1O
 : -1 | -7 | 1 | 0 | -1.4 | 2 | -4 | 2
49: CSc1ccccc1C(=O)Nc1cccc(C(C)=O)c1
 : nt | 8 | nt | nt | nt | -1 | -7 | -9
50: Cc1ccc([C@@H]2CC(=O)[C@@H]3CN(S(=O)(=O)c4ccc(C)cc4)[C@H](c4ccc(Cl)cc4)C[C@@H]3N2S(=O)(=O)c2ccc(Cl)cc2)cc1
 : -9 | -3 | 1 | 0 | 1.7 | 1 | -11 | -7
51: O=C(NCCc1ccccc1)C(=O)NCC1OCCN1S(=O)(=O)c1cc(F)ccc1F (stereo not given)
 : -8 | -4 | 0 | 1 | -0.3 | 0 | -9 | 4
52: CO[C@@H]1O[C@@H]2COC(c3ccccc3)O[C@@H]2[C@@H](OC)[C@@H]1O (stereo not given in full)
 : -2 | -1 | 1 | 0 | nt | nt | -8 | 20
53: C=CCNC(=O)C1CCN(c2nc(C)cc(-c3ccccc3)n2)CC1
 : nt | -17 | -2 | 2 | -0.8 | nt | -8 | 3
54: O=S(=O)(NCC(c1cccnc1)N1CCN(c2ccccc2)CC1)c1cc(F)ccc1F (stereo not given)
 : nt | 3 | -1 | -2 | nt | -14 | 2 | 31
55: CC1=NN(C(=O)c2ccccc2Cl)C(O)(c2cccnc2)C1 (stereo not given)
 : nt | 1 | 14 | 0 | 3.5 | -10 | 2 | -4
56: CC1=C(C(=O)OC2CCCC2)C(c2coc3ccccc3c2=O)C2=C(CCCC2=O)N1 (stereo not given)
 : -7 | 6 | 1 | 2 | -0.5 | 8 | 2 | -5
57: CCCS(=O)(=O)Nc1ccc2cn[nH]c2c1
 : 0 | 2 | -2 | 3 | -3.0 | 8 | 4 | 7
58: O=C(C1CCCC1)N1CC(=O)N2[C@@H](CO)[C@@H](c3ccc(-c4ccccc4F)cc3)[C@@H]2C1
 : 10 | nt | nt | nt | 1.7 | -6 | -1 | nt
59: O=C(c1ccc(N2CCCC2)c([N+](=O)[O-])c1)N1CCN(S(=O)(=O)c2ccccc2)CC1
 : -4 | -8 | 0 | nt | 2.5 | -11 | -22 | 11
60: COc1ccc(N2CCN(CCCNC(=O)c3ccc(CS(=O)(=O)c4ccc(Cl)cc4)o3)CC2)cc1
 : 1 | -4 | 1 | -20 | 0.8 | -21 | -18 | -5

High-throughput results deposited in PubChem by Broad Institute.
